# IEC-6 tox = cytotoxicity in IEC-6 intestinal epithelial cells, primary screen, cytotoxicity control for KLF5 inhibitor project, cell-based, luminescence; IEC-6 cytotoxicity, luminescence viability; inhibition, % at 5 µM; hit rate 0.78% among 290,000; in the data active means inhibition above about 22%;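 further: 0% = plate median of test compound wells and 100% = cytotoxic reference compound wells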
# HSP90 refold inh = HSP90 inhibitors, primary screen, cell lysate, luminescence | Heat shock protein HSP 90 (rabbit reticulocyte lysate; luciferase refolding) | Rabbit reticulocyte lysate, luciferase refolding luminescence, 3 h | inhibition, % at 5.6 µM | hit rate 0.91% among 290,000;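 active means inhibition above the screen-wide mean plus 3 SD, computed separately per campaign, cut at about 16% in these data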;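 further: 0% = DMSO wells and 100% = 60 µM geldanamycin wells; inhibitors lower the luminescence because luciferase stays unfolded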
# KLF5 inhibitor = KLF5 expression inhibitors, primary screen, DLD-1 cells, luminescence | DLD-1 KLF5 promoter-luciferase reporter | inhibition, % at 5 µM | hit rate 0.23% among 290,000 | AID 1700, 2009;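 active means inhibition above a per-plate limit of that plate's mean compound inhibition plus 3 SD, cut at about 60% in these data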;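 further: 0% = DMSO wells and 100% = LY294002 at 200 µM; higher means less KLF5 promoter-driven luciferase light; inactives centre near -14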
# HIF act = HIF pathway transcriptional activators, primary screen, cell-based, U2OS HRE-luciferase, luminescence; U2OS HRE-luciferase reporter; normalized: DMSO 0%, desferrioxamine 100%; activation, % at 7.5 µM (by protocol); hit rate 0.32% among 300,000; AID 1910, 2009;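 active means mean activation of at least 10% of the iron chelator positive control signal, with at least half of replicates also reaching 10%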
# AI-2 QS modul = Vibrio harveyi AI-2 quorum sensing modulators, primary screen, JMH597 strain, luminescence/OD600 ratio. Vibrio harveyi JMH597 AI-2 luminescence/OD600 ratio, 9 h; hits give low values; strain lacks LuxN and CqsS sensors; 0 = neutral-control median. activity change, % at 7.5 µM. hit rate 0.4% among 300,000. AID 2094, 2009; in the data active means activity change below about -75%, passing the limit was not always enough;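 further: luminescence divided by OD600 gain over 9 h not by final OD600 alone; inactives centre near 13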
# HSF-1 act = HSF-1 activators, primary screen, NIH3T3-HGL cells, MG132 stress, luminescence, single point. NIH3T3-HGL HSF-1 luciferase reporter, 8 h; 100% = twice DMSO control signal. activation, % at 9 µM. hit rate 1.7% among 300,000;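 active means mean replicate activation of at least 50% with a set share of replicates each reaching 50%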;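 further: 0% = median of the neutral control wells and 100% = twice that signal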
# aSyn 5UTR inh = MLPCN primary screen, SNCA 5' untranslated region | alpha-synuclein 5'UTR reporter, inhibitor activity | inhibition, % (tested at 7.5 µM) | hit rate 0.82% among 300,000; in the data active means inhibition above about 60%;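 further: H4 neuroglioblastoma cells stably carrying SNCA 5'UTR luciferase fusion; 0% = DMSO wells and 100% = positive control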
# HSF1 inh = HSF1 inhibitors in luciferase reporter cells, primary screen, cell-based, NIH3T3, luminescence; activity change, negative = inhibition, % at 7.5 µM (by protocol); NIH3T3-HGL HSE-luciferase, MG132-induced, luminescence 8 h; hits give low values; hit rate 0.77% among 300,000; AID 2098, 2009;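 active means more than half of replicate wells show activity change below -50%, luminescence cut by over half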;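 further: luciferase reports HSF-1 transcriptional activity via heat shock element; 0% = median of DMSO wells and -100% = zero luminescence signal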
# Platelet DG rel = inhibitors of platelet dense granule secretion, primary screen, cell-based, MLPCN, human platelets; human platelet-rich plasma, SFLLRN dense granule ATP release, luminescence; inhibition, %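 (compounds screened at 7.5 µM in platelet-rich plasma)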; hit rate 0.22% among 300,000; AID 1663, 2009;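 active means mean replicate score, as percent of positive control, at or above 50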
# SKKanGAS inh = S. pyogenes SKKanGAS growth inhibitors in kanamycin, primary screen, streptokinase expression inhibitor project, SKKanGAS strain, BacTiter-Glo luminescence | inhibition, % at 7.5 µM | AID 1662, 2009 | hit rate 1.3% among 300,000 | 6 h;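 active means mean replicate score, as percent of positive control median, at least 50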;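 further: strain carries kanamycin resistance gene driven by streptokinase promoter and grows in 40 µg/ml kanamycin; loss of luminescence reflects streptokinase promoter inhibition or plain growth inhibition; 0% = median of DMSO wells and 100% = positive control at its reference dose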
# Numbers without * were called inactive; / = no result given. Rows are unselected, and some 6% of all compounds hit somewhere here.
no.	SMILES	IEC-6 tox	HSP90 refold inh	KLF5 inhibitor	HIF act	AI-2 QS modul
1	COc1ccc(OCc2cc(C(=O)N3CCCC(CO)C3)no2)c2ccccc12 (stereo not given)	0	1	-30	3.9	25
2	Cc1cc(C)c(C)c(S(=O)(=O)Nc2ccc(OCC(=O)O)cc2)c1C	1	0	5	0.2	8
3	O=C(Nc1ccc2c(c1)S(=O)(=O)N=C1CCCCCN12)c1ccccc1Cl	-4	5	-23	-0.2	25
4	S=c1[nH]nc(COc2ccccc2)n1/N=C/c1ccccc1Cl	2	0	-34	1.5	1
5	COc1ccc(S(=O)(=O)N2CCN(CC(=O)Nc3cc(C(F)(F)F)ccc3Cl)CC2)cc1	-8	0	-24	0.1	-12
6	CCOC(=O)c1sc(Nc2ccc(OCC)cc2)nc1C	3	-3	-31	2.0	15
7	Cc1ccc(C(=O)NCc2cccnc2)cc1S(=O)(=O)N1CCCCCC1	-5	1	-26	-0.6	6
8	CN1/C(=C\C(=O)c2cccc(S(=O)(=O)N3CCCCC3)c2)C(C)(C)c2ccccc21	5	0	0	0.0	10
9	COCCCNC(=O)/C=C/c1ccc(Cl)cc1Cl	4	0	-44	0.2	6
10	Cc1nnnn1CC(=O)Nc1ccccc1[N+](=O)[O-]	-6	-6	-13	-0.5	33
11	COc1ccc2nc(-n3c(C)ccc3C)sc2c1	6	2	-45	0.7	7
12	Cc1nonc1C(=O)N/N=C/c1ccc(O)cc1O	9	0	1	5.6	-88*
13	O=c1[nH]c(=O)n(CCc2ccc(F)cc2)c(O)c1C=NCc1ccc2c(c1)OCO2	-8	-2	-42	-0.1	28
14	CC(=O)NCCNC(=O)[C@H](Cc1ccccc1)NC(=O)c1cccs1	-2	-3	-2	-0.5	-2
15	COc1ccc(Cl)cc1NC(=S)NNC(=O)c1cccs1	7	1	-3	1.2	-1

no.	HSF-1 act	aSyn 5UTR inh	HSF1 inh	Platelet DG rel	SKKanGAS inh
1	49	-102	38	13	19
2	9	-10	-1	-29	4
3	43	-20	5	-8	9
4	2	6	2	2	8
5	20	23	7	7	-14
6	-5	7	-2	-6	-9
7	-6	9	-4	-1	27
8	1	-6	1	1	17
9	-2	-85	3	1	-13
10	-2	-4	-6	-1	-7
11	/	-62	/	-2	54*
12	17	-7	12	96*	29
13	0	7	6	5	-7
14	2	10	-4	1	-3
15	38	-17	8	-5	8

# Further results follow:
no.	SMILES	IEC-6 tox	HSP90 refold inh	KLF5 inhibitor	HIF act	AI-2 QS modul
16	CC(C)C(=O)Nc1ccc(NC(=O)c2ccco2)cn1	2	-3	-5	1.5	3
17	O=C(CN1CCN(Cc2ccc3c(c2)OCO3)CC1)c1c[nH]c2ccccc12	-2	2	-5	-0.3	8
18	N=c1c(C(=O)NCc2ccc(F)cc2)cc2c(=O)n3ccccc3nc2n1CC1CCCO1 (stereo not given)	7	1	7	-0.6	15
19	NC(=S)Nc1nc2ccccc2[nH]c1=O	-1	4	-13	0.1	13
20	COC(=O)c1ccc(NC(=S)NC(=O)c2c(-c3ccccc3)noc2C)cc1	-4	0	1	0.0	-8
21	CCCn1cnc2c(=S)nc(N)[nH]c21	-1	6	-15	0.1	45
22	O=C(Cn1cccc1)NC1CCCCCC1	2	2	1	-0.3	-1
23	CCOc1ccc(Br)cc1-c1noc(-c2cccs2)n1	-3	-5	-26	-0.2	9
24	CCS(=O)(=O)Nc1ccc(C2=NN(C(=S)Nc3ccccc3)C(c3ccco3)C2)cc1 (stereo not given)	-6	2	-31	-1.1	18
25	N#C/C(=C(/O)COC(=O)c1ccccc1O)c1nc2ccccc2s1	4	-5	-35	0.2	16
26	CCOC(=O)N1CCN(C(=S)NC(=O)c2ccc(F)cc2)CC1	-10	-4	-22	-0.5	17
27	COc1ccc(CNC(=O)C2(CC3CC(c4ccccc4)=NO3)CCN(C(=O)Cc3ccc(F)cc3)CC2)cc1 (stereo not given)	/	/	/	0.3	3
28	Nn1c(SCC(=O)NC2CCCCC2)nnc1C1CC1	0	0	-18	0.1	5
29	COc1ccc(/C=C/C(=O)c2ccccn2)cc1	-7	-4	-21	3.0	15
30	CCn1cc(-c2n[nH]c(=S)n2-c2ccc(C)cc2Br)c(=O)c2ccc(C)nc21	-3	0	17	/	27

no.	HSF-1 act	aSyn 5UTR inh	HSF1 inh	Platelet DG rel	SKKanGAS inh
16	10	-86	2	-2	0
17	-1	9	-1	3	3
18	12	6	-16	-6	-1
19	-7	-36	-6	-1	2
20	10	-25	-4	-20	-4
21	-4	8	-4	40	-6
22	22	1	10	3	-4
23	1	21	4	-4	11
24	3	-81	-2	-17	14
25	11	-26	-2	0	33
26	-1	-2	4	2	-13
27	-1	1	1	11	5
28	20	-16	2	-5	-19
29	34	-98	28	21	-2
30	/	/	/	/	7

# 6 consecutive entries already listed:
no.	SMILES	IEC-6 tox	HSP90 refold inh	KLF5 inhibitor	HIF act	AI-2 QS modul
16	CC(C)C(=O)Nc1ccc(NC(=O)c2ccco2)cn1	2	-3	-5	1.5	3
17	O=C(CN1CCN(Cc2ccc3c(c2)OCO3)CC1)c1c[nH]c2ccccc12	-2	2	-5	-0.3	8
18	N=c1c(C(=O)NCc2ccc(F)cc2)cc2c(=O)n3ccccc3nc2n1CC1CCCO1 (stereo not given)	7	1	7	-0.6	15
19	NC(=S)Nc1nc2ccccc2[nH]c1=O	-1	4	-13	0.1	13
20	COC(=O)c1ccc(NC(=S)NC(=O)c2c(-c3ccccc3)noc2C)cc1	-4	0	1	0.0	-8
21	CCCn1cnc2c(=S)nc(N)[nH]c21	-1	6	-15	0.1	45

no.	HSF-1 act	aSyn 5UTR inh	HSF1 inh	Platelet DG rel	SKKanGAS inh
16	10	-86	2	-2	0
17	-1	9	-1	3	3
18	12	6	-16	-6	-1
19	-7	-36	-6	-1	2
20	10	-25	-4	-20	-4
21	-4	8	-4	40	-6

# Going on with the list:
no.	SMILES	IEC-6 tox	HSP90 refold inh	KLF5 inhibitor	HIF act	AI-2 QS modul
31	O=C(CSc1nc2ccccc2s1)NNC(=S)Nc1ccc(Br)cc1	5	5	-23	-0.5	-3
32	CCCC(=O)Nc1ccc(NC(=O)c2cccc(OC)c2)nc1	5	-6	-54	1.0	9
33	CNC(C)C#Cc1ccc2c(=O)c3cc(C)c(C)cc3oc2c1 (stereo not given)	/	/	/	5.6	13
34	Cc1ccc(CN(C(=O)c2ccc(Cl)c([N+](=O)[O-])c2)C2CCS(=O)(=O)C2)o1 (stereo not given)	6	5	-16	/	17
35	Nc1nc2c(F)c(F)c(F)cc2s1	4	1	-20	-0.2	8
36	CCOc1cc(CNCc2cccnc2)ccc1OCC(=O)NC(C)(C)C	-6	-3	-22	-0.7	16
37	Cc1ccc(SCCC(=O)OCC(=O)Nc2ncc(Cl)cc2Cl)cc1	-3	4	4	-0.2	15
38	CC(C)COc1ccc(C(=O)OC2CC(C)(C)OCC2CN(C)C)cc1 (stereo not given)	-2	-1	-8	-0.1	-6
39	CCOC(=O)C1CCN(C(=O)/C=C/c2ccccc2)CC1	-3	-3	-114	1.7	13
40	COCC1=C(C(=O)OC)C(c2cccs2)n2ncnc2N1 (stereo not given)	-6	0	-25	-0.1	4
41	COC(=O)c1sccc1NC(=O)c1ccccc1F	2	-1	-28	0.1	9
42	COc1cccc(-c2csc(N3CCN(CC(=O)NNC(=O)c4ccco4)CC3)n2)c1	5	4	-25	-0.5	7
43	Cc1ccccc1N1CCN(Cc2c(C#N)c3ccccc3n2C)CC1	0	5	13	0.0	18
44	COc1cccc(NC(=O)CCNS(=O)(=O)c2cccc3nonc23)c1	-4	2	-22	-1.0	8
45	O=S(=O)(Nc1ccc(N2CCOCC2)cc1)c1ccccc1	-4	0	0	0.9	29

no.	HSF-1 act	aSyn 5UTR inh	HSF1 inh	Platelet DG rel	SKKanGAS inh
31	1	10	-1	1	18
32	18	-160	10	23	1
33	39	-227	46	0	13
34	1	-18	-5	-4	-1
35	23	-9	12	-4	18
36	8	2	-11	0	-7
37	1	13	-7	0	-18
38	18	17	-2	2	-1
39	4	-139	1	18	-7
40	-11	30	3	1	5
41	6	19	-1	-3	6
42	14	9	1	1	/
43	-2	17	4	-3	20
44	-13	-9	-13	-8	-3
45	36	3	0	0	-6

# Continued:
no.	SMILES	IEC-6 tox	HSP90 refold inh	KLF5 inhibitor	HIF act	AI-2 QS modul
46	O=C(COC(=O)c1ccccc1Nc1ccccc1)NCc1ccco1	4	-3	-16	-0.3	-4
47	CSc1ccc(CN(C)C(=O)c2ccc(S(=O)(=O)Nc3ccccc3)cc2)cc1	/	/	/	-8.1	20
48	Cc1ccc(-c2ccc(S(=O)(=O)NCc3ccco3)cc2)cc1	-6	0	22	0.2	22
49	O=C(c1ccc(Cn2c(=O)[nH]c3ccccc3c2=O)cc1)N1CCN(c2ccc(F)cc2)CC1	-10	0	-12	-1.1	-1
50	OCCn1ccc(-c2ccccc2OCc2ccc(F)cc2)n1	-1	1	-23	-1.4	9
51	Cc1ccnc(SCCn2c(N3CCCCC3)nc3c2c(=O)n(C)c(=O)n3C)n1	1	-4	-17	0.4	10
52	Cc1ccc(CCNC(=O)CCS(=O)(=O)c2ccc3nc(C)sc3c2)cc1	2	1	-8	0.2	23
53	Oc1ccc(Br)cc1C1Nc2ccccc2S1 (stereo not given)	7	1	-1	2.3	1
54	O=C(Nc1cccc(Cl)c1N1CCOCC1)c1ccco1	7	-4	-4	0.3	/
55	CCn1c2ccccc2c2n[nH]c(=S)nc21	2	2	5	1.3	12
56	O=C(CSc1nnc(CNc2ccccc2)o1)N1CCCc2ccccc21	-2	5	-28	-0.6	1
57	O=C(Nc1nnc(CCc2ccccc2)s1)C1CCCO1 (stereo not given)	-1	2	-9	-25	21
58	O=C(Nc1cccc2ccccc12)NC1CCCCC1	2	-4	-53	-0.9	-2
59	CSc1nnc(C)c(/C=C/Nc2ccc(Cl)cc2)n1	12	2	5	0.5	10

no.	HSF-1 act	aSyn 5UTR inh	HSF1 inh	Platelet DG rel	SKKanGAS inh
46	15	-5	0	0	9
47	21	-5	11	0	-4
48	2	-29	4	-6	-27
49	5	3	-2	3	7
50	-4	1	-6	-6	-3
51	8	-4	-5	-23	-17
52	3	-12	1	4	-2
53	7	-84	2	1	25
54	6	27	-5	-1	2
55	-7	22	-1	3	-6
56	5	-6	4	7	-4
57	-5	-26	4	-4	1
58	-4	-4	-6	-3	-3
59	27	1	22	4	3

# From PubChem BioAssay
